Dengue-2 NS5 capping = Dengue-2 NS5 methyltransferase inhibitors, primary screen, biochemical, confirmation dose response (AID 588689); inhibition, % at 25 µM; hits with a dose series show IC50 in µM; Dengue-2 NS5 methyltransferase capping enzyme assay, biochemical; higher % means a stronger effect; hit rate 0.3% among 340,000; in the data active means a potency from the dose series; inconclusive means inhibition above about 29% without an active follow-up result
HIV peptide binding = cell-free HIV fusion peptide-binding blockers – biochemical, uHTS, fluorescence dequenching, primary screen (AID 1986) | hit rate 0.3% among 290,000 | cell-free peptide binding, fluorescence dequenching, 30 min; higher % means a stronger effect | one-dose inhibition, % at 20 µM; IC50 in µM for titrated hits; in the data active means inhibition mostly above about 52%, no sharp cut-off; inactive means mostly below about 76%; further: some results filed as inactive read as strong as hits
LYP inhibition = PTPN22 lymphoid phosphatase activity blockers – biochemical, fluorescence intensity, uHTS (AID 1779); recombinant LYP phosphatase, fluorescence intensity; higher % means a stronger effect; one-dose inhibition, % at 11.5 µM; IC50 in µM for titrated hits; hit rate 0.054% among 290,000; in the data active means inhibition above about 50%;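 further: plate controls were vehicle with enzyme for no effect and no enzyme for full effect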
SIAH1 antagonists = blockers of Siah-1 interaction with plectin peptide – biochemical, fluorescence polarization, rhodamine-plectin, uHTS, primary screen (AID 1817); Siah-1 / rhodamine-plectin peptide fluorescence polarization; higher % means a stronger effect; displacement, % at 20 µM; hits with a dose series show IC50 in µM; hit rate 0.02% among 290,000;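 active means displacement of at least 50% at 20 µM, with a fluorescence ratio check between 0.3 and a set limit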;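 further: plate controls were Siah plus tracer with DMSO for no effect and tracer alone without Siah for full effect; strong numbers were not always called active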
Large T inhibition = SV40 large T antigen inhibitors, biochemical (AID 1903). SV40 large T antigen ATPase/helicase inhibition assay; higher % means a stronger effect. one-dose inhibition, % at 20 µM; IC50 in µM for titrated hits. hit rate 0.39% among 310,000; in the data active means a potency from the dose series; inconclusive means inhibition mostly from about 32% at the one dose, without a potency; inactive means the rest, 99 in 100 with inhibition below about 32%; further: strong numbers were not always called active
MgcRacGAP inhibition = MgcRacGAP GTPase-activating activity inhibitors, confirmation, biochemical, ADP Hunter fluorescence. hit rate 0.6% among 340,000. MgcRacGAP-stimulated Rac1 GTP hydrolysis, ADP Hunter fluorescence; higher % means a stronger effect; GST-tagged Rac1 F28L mutant substrate. inhibition, % at 30 µM; hits with a dose series show IC50 in µM. AID 624330;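 active means first-screen hits whose inhibition reached a set limit at any dose in the follow-up dose series; inconclusive means inhibition above the set first-screen limit but never retested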;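 further: fluorescence reports GDP produced by GAP-driven GTP hydrolysis; strong numbers were not always called active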
RSV antiviral HEp-2 = inhibition of RSV-induced cytopathic effect – HEp-2 cells, primary 10 µM value included (AID 2391); HEp-2 cells, RSV-induced CPE inhibition; higher % means a stronger effect; hit rate 0.13% among 310,000; CPE inhibition, % at 10 µM, or IC50 in µM where a hit was titrated; in the data active means a potency from the dose series; inconclusive means CPE inhibition mostly from about 23% at the one dose, without a potency; inactive means the rest, 99 in 100 with CPE inhibition below about 21%; further: strong numbers were not always called active
AID2073 = inhibitors of Mint1-CaV2.2 protein interaction, biochemical, HTRF (AID 2073); hit rate 0.19% among 290,000; HTRF protein-protein interaction, Mint1-CaV2.2; higher % means a stronger effect; inhibition, % at 20 µM, or IC50 in µM where a hit was titrated; in the data active means inhibition mostly above about 51%, no sharp cut-off; inconclusive means no clear call, values can overlap the other calls; inactive means mostly below about 53%; further: some results filed as inactive read as strong as hits
XIAP displacement = small molecules displacing peptide from XIAP – biochemical, IAP family, fluorescence polarization (AID 1018). XIAP BIR domain, fluorescence polarization peptide displacement; higher % means a stronger effect. one-dose displacement, % at 20 µM; IC50 in µM for titrated hits. hit rate 0.007% among 200,000; in the data active means displacement above about 50%; further: a part of the inactive calls stands beside numbers as strong as those of hits
The depositor's hits bear a star; ? = inconclusive; / = no result given.

SMILES | Dengue-2 NS5 capping | HIV peptide binding | LYP inhibition | SIAH1 antagonists | Large T inhibition | MgcRacGAP inhibition | RSV antiviral HEp-2 | AID2073 | XIAP displacement
Cn1c2c(c(=O)[nH]c1=O)C(NC(=O)c1ccco1)(C(F)(F)F)C(=O)N2 (stereo not drawn) | -5% | -0.4% | -6% | 2% | 2% | 4% | 0.4% | -4% | -16%
CCOc1cc(/C=N/N2CCN(Cc3ccccc3)CC2)ccc1O | -9% | -2.8% | -13% | -3% | 34% | 87µM* | 0.4% | 1% | /
CN(CCOc1ccccc1)CC(O)COCc1ccccc1F (stereo not drawn) | -3% | 1.7% | -5% | 0% | 12% | ? | 1.5% | 8% | /
N=C1CCCN1CC(=O)c1cccs1 | -12% | -0.3% | -9% | -3% | 5% | 2% | 2.6% | -3% | -7.9%
O=C(CSc1nnc(COc2ccc(Cl)cc2)o1)NC1CCCCC1 | 1% | / | / | / | 10% | 6% | 2.1% | / | /
N#Cc1c(N)nc2c(c1-c1ccncc1)CCCCC2 | -13% | -3.3% | -4% | -5% | 20% | -7% | 2.0% | 14% | -3.5%
C/C(Cn1cnc([N+](=O)[O-])n1)=N/NC(=O)COc1ccccc1Cl | -7% | -0.7% | 1% | -4% | 9% | 14% | 2.4% | 5% | -4.6%
COc1nnc(-c2ccc(N3CCOCC3)c(NC(=O)c3ccco3)c2)c2ccccc12 | -5% | -0.3% | 0% | 0% | 3% | 14% | 3.0% | 4% | -2.3%
Cc1ccc(NC(=O)COc2ccc3oc4c(c3c2)CCCC4)nc1 | 3% | -2.6% | -4% | -7% | 9% | 9% | 0.7% | 1% | -6.9%
O=C(NNS(=O)(=O)c1ccc(C(=O)NC2CCCC2)cc1)c1ccncc1 | -10% | -1.0% | -5% | -2% | 7% | 9% | 3.4% | 9% | -7.9%
COc1ccc(C(=O)N=c2sc3ccccc3n2C)cc1 | -4% | -1.2% | -2% | 2% | 9% | 8% | 3.5% | 31% | -7.6%
Cc1ccc(C(=O)Nc2cccc(NC(=O)c3cccs3)c2)c(C)c1 | -13% | 1.9% | -7% | 0% | 6% | 4% | 14% | 5% | /
O=S(=O)([N-]c1nc2ccccc2nc1-[n+]1ccccc1)c1ccc(F)cc1 | 4% | -1.5% | -1% | -3% | 8% | 0% | 2.0% | 0% | -1.1%
N/C(=N\OC(=O)c1ccc(=O)n(Cc2ccccc2)c1)c1ccccn1 | -6% | 1.4% | -2% | 1% | 5% | 7% | -1.0% | -5% | -22%
CCc1nccn1S(=O)(=O)c1cc(OC)ccc1OC | 7% | 0.5% | -10% | -5% | 14% | 15% | -0.9% | 0% | /

Fetched by structure from the entries so far:
SMILES | Dengue-2 NS5 capping | HIV peptide binding | LYP inhibition | SIAH1 antagonists | Large T inhibition | MgcRacGAP inhibition | RSV antiviral HEp-2 | AID2073 | XIAP displacement
Cn1c2c(c(=O)[nH]c1=O)C(NC(=O)c1ccco1)(C(F)(F)F)C(=O)N2 (stereo not drawn) | -5% | -0.4% | -6% | 2% | 2% | 4% | 0.4% | -4% | -16%
COc1nnc(-c2ccc(N3CCOCC3)c(NC(=O)c3ccco3)c2)c2ccccc12 | -5% | -0.3% | 0% | 0% | 3% | 14% | 3.0% | 4% | -2.3%
N=C1CCCN1CC(=O)c1cccs1 | -12% | -0.3% | -9% | -3% | 5% | 2% | 2.6% | -3% | -7.9%

(next part)
SMILES | Dengue-2 NS5 capping | HIV peptide binding | LYP inhibition | SIAH1 antagonists | Large T inhibition | MgcRacGAP inhibition | RSV antiviral HEp-2 | AID2073 | XIAP displacement
Cc1ccc(-c2nc(CS(=O)(=O)CC(=O)N3CCOCC3)c(C)o2)cc1 | -3% | 1.1% | -6% | 9% | 8% | 6% | 1.2% | 2% | /
O=C(O)/C=C/C(=O)N1CCN(C(c2ccccc2)c2ccccc2)CC1 | -8% | -2.1% | -10% | -3% | 7% | 6% | -0.4% | -12% | /
O=C1CCC(=O)N1c1ccc(CSc2nnnn2C2CCCCC2)cc1 | -1% | 1.8% | -5% | 10% | 3% | 16% | 2.7% | 16% | -5.0%
Cc1ccc(NC(=O)c2noc3c2CCc2ccccc2-3)cc1 | -7% | -1.9% | -3% | 1% | 7% | 8% | 1.4% | -2% | -4.7%
Cc1ccc(-n2c(C)csc2=N)cc1 | -10% | -1.8% | -10% | -1% | 5% | 0% | 0.6% | -17% | 0.4%
CCCCc1nn(-c2cc(Cl)ccc2OC)c2c1C(=O)CC(C)(C)C2 | -3% | -0.3% | -1% | 4% | 13% | -8% | 9.2% | 4% | 0.8%
Nc1ccc(C(=O)Nc2nccs2)cc1 | -1% | 0.0% | 0% | -2% | 20% | 2% | 2.0% | 13% | -13%
CCC(C)[C@H](NS(=O)(=O)c1ccc(C)cc1)C(=O)N1CCC(C(=O)N[C@H](C(=O)O)c2ccccc2)CC1 (stereo partly drawn) | -8% | -0.5% | -6% | -2% | / | 7% | 0.1% | 6% | /
COc1ccc(NC(=O)c2[nH]c(C)c(C(C)=O)c2C)cc1S(=O)(=O)Nc1ccc(Br)cc1 | -2% | -0.5% | -1% | -2% | 9% | 7% | 3.5% | 26% | /
Cc1cc(C)cc(NC(=S)NCCc2ccc(S(N)(=O)=O)cc2)c1 | -1% | -1.6% | -7% | -1% | 6% | 12% | 4.0% | -17% | -3.9%
COc1cc(CNc2ncn[nH]2)ccc1OCC(=O)NC(C)(C)C | -4% | -1.8% | -8% | -1% | 3% | 5% | 0.2% | -3% | -4.4%
CN(C(=O)COC(=O)COc1ccccc1F)C1CCS(=O)(=O)C1 (stereo not drawn) | -32% | 1.9% | -3% | -2% | 8% | 7% | 1.8% | -3% | -1.9%
CCN(C(=O)c1cc2c(=O)[nH]c3ccc(C)cc3c2s1)c1cccc(C)c1 | -3% | -1.1% | -4% | -1% | 8% | 9% | -0.3% | 21% | /
O=C1NC2=C(C(=O)CCC2)C(c2ccccc2)N1 (stereo not drawn) | -5% | -0.6% | -5% | -5% | 3% | 7% | 1.7% | 2% | /
CCn1c(=NC(=O)CCS(=O)(=O)c2ccccc2)sc2cccc(OC)c21 | -2% | 1.5% | -3% | -5% | 13% | 3% | 0.9% | 10% | /
CCOc1cc(C(=O)Oc2cc(C)[nH]c(=O)c2[N+](=O)[O-])cc(OCC)c1OCC | 4% | -0.2% | -11% | 9% | 18% | 2% | -1.0% | 10% | /
COCCNC(=O)Cn1c(=O)n(CCCC(=O)NCc2ccc3c(c2)OCO3)c(=O)c2sccc21 | -8% | -0.2% | -3% | 3% | 10% | 5% | 3.0% | -10% | /
Cc1ccc(S(=O)(=O)N(CC(=O)N/N=C/c2ccc(F)cc2)c2cccc3cccnc23)cc1 | -2% | 4.1% | -1% | 1% | -1% | 13% | 3.1% | 1% | -1.9%
Cc1ccc(C(=O)C2=C(O)C(=O)N(CCCn3ccnc3)C2c2ccc(OC(C)C)cc2)o1 (stereo not drawn) | -2% | 40% | -8% | 1% | 7% | 5% | 0.8% | 34% | -2.9%
O=C(Nc1cccc(NC(=O)c2cccnc2Cl)c1)c1ccco1 | -7% | -0.9% | -3% | -2% | 0% | 8% | -1.8% | 15% | -0.7%
CCCCP(=O)(CCCC)Cc1ccccc1 | 4% | 1.1% | -7% | 0% | 2% | 10% | 1.2% | -1% | -2.4%
O=C(Nc1nnc(COc2ccccc2F)s1)Nc1ccccc1F | -1% | -1.4% | -10% | -4% | 11% | -4% | / | 13% | /
Cc1ccc(CC2S/C(=N/N=C/c3ccco3)NC2=O)cc1 (stereo not drawn) | 8% | -0.6% | 3% | -3% | 9% | 8% | -4.7% | 28% | -7.4%
COc1ccc(-c2csc(NC(=O)CS(=O)(=O)c3ccc(F)cc3)n2)cc1OC | -10% | / | / | / | 16% | 12% | 2.5% | / | /
CC(C)Cn1c(SCC(=O)N(C)C2CCS(=O)(=O)C2)nc2cc(Cl)ccc2c1=O (stereo not drawn) | 1% | / | / | / | 17% | 0% | -0.2% | / | /
Nc1nc2c(s1)CCc1ccccc1-2 | 5% | -4.3% | -5% | 2% | 31% | 41µM* | 3.7% | -31% | /
COc1ccccc1NC(=O)CSc1nnc(Cc2ccccc2)o1 | 2% | -0.5% | -8% | 0% | 11% | -1% | 1.4% | -9% | -4.1%
C=CCOCCN(C)C1=NS(=O)(=O)c2cc([N+](=O)[O-])ccc21 | -4% | -0.4% | -4% | 4% | 6% | 5% | 0.3% | -4% | -2.0%
CCOC(=O)c1cnc(SCC(=O)c2ccc(Cl)cc2)nc1N | 0% | 2.2% | -7% | -2% | 3% | 6% | 5.3% | -6% | -3.6%
COC(=O)C1CN(C(=O)COc2ccc(Cl)cc2C)c2ccccc2O1 (stereo not drawn) | -1% | -2.5% | -3% | -2% | 3% | 8% | 1.8% | 15% | /
Cc1ccc2nc(-c3ccccn3)cc(C(=O)N3CCN(c4ncccn4)CC3)c2c1 | 11% | 0.7% | 2% | 2% | 7% | 8% | 1.9% | -2% | -8.2%
O=C(NC(=S)NCc1ccccc1)c1cccc([N+](=O)[O-])c1 | -3% | -1.4% | -10% | -1% | 1% | 16% | 2.1% | 0% | /
Cc1ccc(S(=O)(=O)NCCSc2nnnn2-c2ccccc2)cc1 | -9% | 0.5% | 0% | -1% | -1% | 1% | 15% | -4% | 0.0%
COc1ccc(NC(=O)c2ccc(S(=O)(=O)N3CCOCC3)o2)cc1 | 4% | -1.1% | -8% | 1% | 11% | 10% | 0.1% | 6% | /
Cc1cccc2sc(NC(=O)C3CCCO3)nc12 (stereo not drawn) | -2% | 0.6% | -6% | 11% | 11% | 12% | 0.5% | 10% | -6.7%
Cc1ccc(CNS(=O)(=O)c2ccc(-n3cnnn3)c(C)c2)cc1 | 2% | 0.9% | -10% | 5% | 3% | 5% | 8.3% | -1% | /
O=C(COc1ccccc1[N+](=O)[O-])Nc1ccccc1N1CCCC1 | -6% | -2.9% | 2% | -2% | -3% | 14% | 14% | -8% | -1.8%
COc1ccc(CN2CC(C(=O)NCCc3ccc(C)cc3)CC2=O)cc1 (stereo not drawn) | 2% | -0.1% | -1% | 0% | 14% | 10% | / | 4% | -0.8%
O=C(N=C1SC2CS(=O)(=O)CC2N1c1ccc(Cl)cc1Cl)C1CC1 (stereo not drawn) | -13% | 0.6% | -11% | 5% | 9% | 6% | 1.3% | -2% | /
CC(=O)C1=C(O)C(=O)N(c2nccs2)C1c1ccccc1F (stereo not drawn) | 3% | -0.3% | -3% | 1% | 8% | 8% | 0.8% | -28% | /
COc1cc(C)ccc1N(CCCN1C(=O)c2cccc3cccc(c23)C1=O)C(=O)c1cccs1 | -6% | -2.2% | 1% | 8% | 0% | 10% | 17% | 8% | -14%
CCc1ccc(C(=O)C(C)OC(=O)c2nc3nc(C)cc(C)n3n2)cc1 (stereo not drawn) | -7% | / | / | / | 2% | 11% | 0.2% | / | /
CCOC(=O)c1sc2nc(CC(=O)OC)nc(N(C)CCc3ccccn3)c2c1C | / | 1.2% | -5% | -4% | -6% | / | 0.2% | -3% | 1.6%
O=C(NCCCN1CCN(Cc2ccccc2)CC1)C1CCN(S(=O)(=O)N2CCC3(CC2)OCCO3)CC1 | -4% | 0.2% | -7% | 8% | 5% | 3% | 3.2% | 16% | -1.9%
